Source: PubChem
M4 PAM = positive allosteric modulators of human muscarinic M4 receptor | AID 624126 | CHO-K1 hM4/Gqi5, Fluo-8 calcium fluorescence, ACh EC20; 0% = ACh EC20, 100% = maximal ACh | activation, % at 3 µM | actives 0.4% (n = 360,000);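 active means activation above its plate's cutoff, the mean activation of sample wells plus 3 SD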; further: some results filed as inactive read as strong as hits
M5 ag = CHRM5 agonism in calcium assay; CHO-K1 hM5 cells, Fluo-8 calcium fluorescence; 0% DMSO wells, 100% maximal acetylcholine response; activation, % at 3 µM; actives 0.19% (n = 360,000); AID 624037;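 active means activation above the run's mean over test compounds plus 3 SD, cut at about 23% in these data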;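 further: signal is peak over basal fluorescence ratio across the kinetic read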
CRFR2-BP ag = CRF-BP/CRF-R2 complex agonism | activation, % at 13.2 µM | HEK293 CRF-R2/CRF-BP, calcium dye fluorescence (FLIPR); percent of saturating CRF peptide response | actives 0.46% (n = 350,000) | AID 588473;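 active means activation of at least 50%, plus an integration ratio under a set limit after plate pattern correction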;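 further: plate controls were neutral control wells without compound for no effect and CRF at EC100 for full effect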
M5 antag = antagonists of human muscarinic M5 receptor (CHRM5); CHO-hM5 cells, Fluo-8 calcium fluorescence, ACh EC80; inhibition, % at 3 µM; actives 0.59% (n = 360,000);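 active means inhibition above a per-plate cutoff, the mean of that plate's test compounds plus 3 SD, cut at about 27% in these data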;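 further: 0% = acetylcholine EC80 with DMSO and 100% = DMSO without agonist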
CHRM5 PAM = potentiates acetylcholine response at human M5 receptor. CHO-K1 hM5, Fluo-8 calcium, ACh EC20 PAM; 0% = ACh EC20, 100% = ACh EC100. activation, % at 3 µM. actives 0.3% (n = 360,000). AID 624038;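 active means activation above the run cutoff, the mean activation of all test compounds plus 3 SD, cut at about 18% in these data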
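System: CHO-K1 hM5 cells. Reagent: acetylcholine, EC20 level. Compound dosing: single dose, 3 µM nominal final test concentration. Timing: Post-acetylcholine fluorescence recording 140 s. Detection: Fluo-8 calcium fluorescence. Read-out: % activation, ACh-normalized. Benchmarks: ACh EC20 and EC100 wells. Repeats: singlicate, one well per test compound.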
CHRM4 agonist = agonists of human muscarinic M4 receptor (CHRM4) | CHO-K1 hM4/Gqi5, Fluo-8 calcium fluorescence; vehicle 0%, full acetylcholine response 100% | P08173 | AID 624127 | actives 0.14% (n = 360,000) | activation, % at 3 µM;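 active means activation above the run mean over all test wells plus 3 SD, cut at about 32% in these data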;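 further: peak over basal fluorescence ratio per well then scaled between controls; 0% = DMSO wells and 100% = acetylcholine at EC100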
CRFR2-BP antag = CRF-BP/CRF-R2 complex antagonism. HEK293 CRF-R2/CRF-BP, CRF-induced calcium fluorescence. inhibition, % at 11.8 µM. actives 0.59% (n = 350,000). AID 588475;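 active means inhibition of the ligand-induced calcium signal above about 50% at the single tested concentration, limit read from the data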
IDE cell inh = cellular human IDE inhibition; P14735; HEK cells, FAbetaB cleavage, fluorescence polarization; inhibition, % at 5.59 µM; actives 0.41% (n = 320,000);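 active means percent inhibition above the average of all tested compounds plus 3 SD, set per screening campaign, cut at about 16% in these data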;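 further: IDE supplied by intact live HEK cells; FP after avidin binding of uncleaved biotin substrate so inhibition keeps polarization high; 0% = DMSO wells and 100% = 60 µM reference IDE inhibitor Ii1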
Target sequence (P14735 whole entry, looked up): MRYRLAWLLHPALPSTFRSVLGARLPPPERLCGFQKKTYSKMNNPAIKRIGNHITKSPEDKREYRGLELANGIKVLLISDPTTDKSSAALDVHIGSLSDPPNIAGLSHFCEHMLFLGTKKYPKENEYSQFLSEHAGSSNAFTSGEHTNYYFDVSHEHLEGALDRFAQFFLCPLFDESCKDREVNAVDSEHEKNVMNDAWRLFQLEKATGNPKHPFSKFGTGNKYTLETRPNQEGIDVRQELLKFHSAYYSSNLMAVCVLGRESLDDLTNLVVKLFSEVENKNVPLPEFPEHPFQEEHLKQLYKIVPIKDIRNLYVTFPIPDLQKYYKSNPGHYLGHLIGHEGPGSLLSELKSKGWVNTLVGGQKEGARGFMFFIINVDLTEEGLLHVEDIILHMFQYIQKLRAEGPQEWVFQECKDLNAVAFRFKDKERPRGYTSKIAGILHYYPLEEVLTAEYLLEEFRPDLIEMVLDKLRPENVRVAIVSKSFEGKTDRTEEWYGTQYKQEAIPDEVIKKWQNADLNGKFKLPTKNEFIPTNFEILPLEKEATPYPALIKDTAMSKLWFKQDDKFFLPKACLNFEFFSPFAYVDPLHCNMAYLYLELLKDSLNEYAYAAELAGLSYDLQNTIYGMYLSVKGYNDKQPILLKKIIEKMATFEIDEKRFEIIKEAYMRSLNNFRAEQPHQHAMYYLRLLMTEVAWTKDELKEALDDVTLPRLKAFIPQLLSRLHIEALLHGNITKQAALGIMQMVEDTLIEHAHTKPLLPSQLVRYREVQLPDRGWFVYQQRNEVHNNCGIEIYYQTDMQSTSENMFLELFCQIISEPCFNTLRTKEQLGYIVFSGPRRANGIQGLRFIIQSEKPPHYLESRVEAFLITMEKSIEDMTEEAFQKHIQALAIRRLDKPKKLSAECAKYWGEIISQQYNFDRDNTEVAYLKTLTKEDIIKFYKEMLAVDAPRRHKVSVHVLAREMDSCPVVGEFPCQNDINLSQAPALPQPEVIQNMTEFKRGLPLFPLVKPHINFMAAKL
CHRM4 antagonist = CHRM4 antagonism in calcium assay | P08173 | CHO-hM4 cells, ACh EC80, Fluo-8 calcium fluorescence | inhibition, % at 3 µM | actives 0.73% (n = 360,000) | AID 624125;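 active means inhibition above its plate's cutoff, the mean inhibition of sample wells plus 3 SD, cut at about 27% in these data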;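 further: 0% = acetylcholine EC80 with DMSO and 100% = DMSO without agonist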
The depositor's hits bear a star; . = no result given.

Molecule	M4 PAM	M5 ag	CRFR2-BP ag	M5 antag	CHRM5 PAM	CHRM4 agonist	CRFR2-BP antag	IDE cell inh	CHRM4 antagonist
O=C(COc1ccccc1Br)Nc1ccc(S(=O)(=O)N2CCCC2)cc1	-3	0	-0.1	18	-10	12	-5	-1	-16
CCC(C(=O)NCc1ccncc1)c1ccccc1 (configuration not stated)	-5	-9	-0.4	-4	-4	1	6	-6	4
CC(=O)Oc1oc(-c2ccccc2)nc1/C=N/c1ccccn1	2	0	-0.9	5	0	0	26	-6	10
CC(=O)Nc1ccc(OCCOc2ccccc2C(C)=O)cc1	-9	-2	-0.4	6	1	4	2	4	5
O=C(O)CSCC(=O)N1CCN(c2ccnc3cc(Cl)ccc23)CC1	-4	-5	3.4	10	-7	0	-4	30*	0
Cc1ncoc1C(=O)Nc1ccc(Oc2ccccc2)cc1	2	2	2.1	-4	-5	9	-22	1	-3
CCOc1ccccc1NC(=S)N1CCCCCC1	3	-3	-1.2	4	-5	0	8	0	0
CCNC(=O)CSc1nnc(-c2cccc(S(=O)(=O)N3CCOCC3)c2)o1	12	0	-1.6	-3	4	1	9	.	-9
COc1ccccc1N1CCN(S(=O)(=O)c2ccc(Br)s2)CC1	10	-4	2.0	-2	-8	0	2	1	-22
Cc1cc(=O)n2c3ccccc3n(CC(O)CN3CCCCC3)c2c1C#N (configuration not stated)	-1	-7	2.0	-12	4	-1	17	0	-7
O=C(Nc1ccc(F)cc1)Nn1cnnc1	0	-3	3.1	-1	1	1	1	6	-1
NS(=O)(=O)c1ccc(NC(=O)CN2CCCCC2)cc1	10	-2	0.6	-9	6	0	2	0	-5
CCC1(c2ccc(F)cc2)NC(=O)N(CC(=O)Nc2cc(S(=O)(=O)N(C)C)ccc2Cl)C1=O (configuration not stated)	-5	11	11	-4	0	9	-47	-3	1
CC(C)NC(=O)c1ccc(CN2CCC(Cc3ccccc3)CC2)cc1	-16	-23	-0.4	6	-24	1	-1	0	67*
CCc1ccc(S(=O)(=O)Nc2c(NC3CCCCC3)c3ccccc3oc2=O)cc1	-7	1	-1.1	5	-4	8	-1	3	0
Cc1ccc(NC2CCCN(C(=O)c3cc(C(C)C)nn3C)C2)cc1C (configuration not stated)	-1	0	-0.8	-14	6	7	9	.	-21
COc1cc(C2C(C#N)=C(N)OC3=C2C(=O)CC(C)(C)C3)ccc1OCCN1CCOCC1 (configuration not stated)	-11	-1	1.4	4	1	1	17	1	0
C#CCSc1nnnn1-c1ccc(OCC)cc1	-28	-1	-0.6	16	-15	11	11	-7	-12
COc1ccccc1C1=NOC(Cn2c(NCCCO)nc3c2c(=O)n(C)c(=O)n3C)C1 (configuration not stated)	-6	4	-1.5	-20	3	2	3	4	0
Cc1cc(C)nc(CCNC(=O)CC2C(=O)NCCN2Cc2ccccc2)n1 (configuration not stated)	1	-4	3.6	10	-4	1	22	0	-12
CCN(CCCNC(=O)CNC(=O)c1nn(-c2ccc(OC)c(OC)c2)c(=O)c2ccccc12)c1ccccc1	-16	1	-1.2	27	-10	14	11	-2	5
COc1ccc(OC)c(C2=NOC(C(=O)Nc3ccc4c(c3)OCCO4)C2)c1 (configuration not stated)	-2	1	-2.8	12	-5	3	21	1	4
CC(C)OP(=O)(OC(C)C)C(Nc1ccccc1)c1ccc2c(c1)OCO2 (configuration not stated)	-6	0	-0.6	-3	-4	5	-43	7	1
CC1CCc2c(sc3ncnc(SCC(=O)c4ccccc4)c23)C1 (configuration not stated)	14	-4	1.8	0	7	0	-26	2	-2
C[C@H]1CN([C@@H](C)CO)C(=O)c2cc(Br)cnc2O[C@@H]1CN(C)C(=O)Nc1ccc(C(F)(F)F)cc1	6	-1	0.3	0	-6	1	2	.	-7
CNc1cc(C)nc(-n2nc(C)cc2C)n1	14	-3	1.1	-2	5	1	6	1	-7
CSc1cccc(CN2CCC(Oc3ccc(C(=O)N4CCCCC4)cc3)CC2)c1	-14	-7	0.9	17	-11	4	-11	-1	12
O=C(Cc1ccc(Cl)cc1)c1ccccc1	6	0	-4.7	5	3	0	6	.	-3
CSCCC(=O)N1CCCC(CO)(CCCc2ccccc2)C1 (configuration not stated)	-2	-1	-0.4	-3	-1	1	3	0	6
COC(=O)C1C2C=CC(C3CC23)C1C(=O)OCC(=O)c1ccc(OC)cc1 (configuration not stated)	7	2	1.9	1	-2	8	0	-6	14
CCC(C)(C)NC(=O)CCCSc1nc2ccccc2[nH]1	1	1	-2.4	-3	5	2	-9	0	3
O=C(COC(=O)C1CC1)Nc1nc(-c2ccc(F)c(F)c2)cs1	-2	1	-3.3	0	-7	11	43	-2	-9
COc1ccccc1-n1c(SCC(=O)N2CCOCC2)nc2ccccc2c1=O	-1	-2	0.3	5	5	0	-4	4	3
C#Cc1cccc(-n2nnc(C(=O)OC)c2-c2ccccc2)c1	5	-4	-1.5	1	-3	2	7	0	-6
N#Cc1ccc(OC(=O)c2cnccn2)cc1	-2	1	-0.3	1	-2	2	-1	5	4
COC(=O)c1ccc(C(=O)OC)c(NC(=S)N2CCCCC2)c1	1	2	1.3	-2	5	-1	4	-1	11
CC1(c2ccccc2)NC(=O)N(CC(=O)Nc2cc(Cl)ccc2N2CCOCC2)C1=O (configuration not stated)	5	10	3.0	0	-1	7	-32	5	-1
S=c1[nH]c(-c2ccccc2)cn1-c1ccccc1	0	-3	-3.6	6	1	2	17	-1	-1
O=C(CSc1nccn1-c1ccccc1)NO	12	1	0.0	-2	6	0	-7	3	7
O=C(Nc1cccc(Cl)c1)c1nc[nH]c1C(=O)NCCCNC(=O)c1[nH]cnc1C(=O)Nc1cccc(Cl)c1	5	5	3.9	0	7	1	-1	1	-4
C=C1C[C@H](O)[C@@H]2[C@H](OC(=O)[C@H]2C)[C@H]2[C@H](C)[C@@H](O)C[C@@H]12	14	2	-1.9	12	3	0	0	-4	5
CC(NC(=O)Nc1ccc(F)cc1)c1ccc2c(c1)OCO2 (configuration not stated)	-3	-1	-0.5	-7	0	2	-9	5	3
CN(C)c1ccc(/C=N/O)cc1	-1	-3	-1.7	-1	12	0	3	-1	-3
O=c1oc2cc(S(=O)(=O)NCCCO)ccc2c2ccc(S(=O)(=O)NCCCO)cc12	-13	0	1.9	6	-7	0	15	-6	-3
CCCCN(C)C(=O)CCCCn1c(=O)[nH]c2cc(OCC)c(OCC)cc2c1=O	-2	-9	-1.8	-1	3	0	9	6	-1
Cc1ccc(N(CC(=O)NCc2ccco2)C(=O)CCC(=O)Nc2nccs2)cc1	-3	2	-0.4	10	-1	1	-16	-5	-10
CC(NS(=O)(=O)c1ccccc1)C(=O)Nc1ccc2c(c1)OCCO2 (configuration not stated)	-1	-2	-1.2	-1	-2	1	1	5	5
Cc1ccc(C(=O)CN2C(=O)C(=O)N(Cc3ccccc3)C2=O)cc1	1	2	-0.9	10	0	0	-27	-1	7
Cc1ccc(S(=O)(=O)NC(CC(C)C)C(=O)N2CCCCCCC2)cc1 (configuration not stated)	6	0	-1.2	12	-6	4	0	4	-10
CC(NC(=O)CN(c1ccc(Br)cc1)S(C)(=O)=O)c1ccccc1 (configuration not stated)	-6	0	0.3	-11	0	1	5	9	2

Two of the compounds above, with two lines to a compound:
Under each structure: M4 PAM	M5 ag	CRFR2-BP ag	M5 antag	CHRM5 PAM	CHRM4 agonist	CRFR2-BP antag	IDE cell inh	CHRM4 antagonist
- CNc1cc(C)nc(-n2nc(C)cc2C)n1
→ 14	-3	1.1	-2	5	1	6	1	-7
- CSc1cccc(CN2CCC(Oc3ccc(C(=O)N4CCCCC4)cc3)CC2)c1
→ -14	-7	0.9	17	-11	4	-11	-1	12

Continued:
Molecule	M4 PAM	M5 ag	CRFR2-BP ag	M5 antag	CHRM5 PAM	CHRM4 agonist	CRFR2-BP antag	IDE cell inh	CHRM4 antagonist
CNC(=O)c1[nH]cnc1C(=O)Nc1ccc(Cl)cc1	-1	-2	4.6	10	-5	9	16	0	-3
O=C(NCc1cccnc1)c1nc(-c2cccs2)no1	3	-1	1.6	5	-3	2	-16	-2	4
FC(F)Oc1ccc(N=C2SCC3CCCCN23)cc1 (configuration not stated)	-2	1	1.4	0	-5	6	-3	0	-1
COc1ccc(S(=O)(=O)N2CCc3ccccc32)cc1C(=O)Nc1cccnc1	-7	-4	0.9	3	7	4	-3	7	0
CCC(C)NC(=O)COC(=O)c1cc([N+](=O)[O-])ccc1Sc1nc(C)cs1 (configuration not stated)	-4	-1	-2.7	6	-7	1	4	2	5
COc1ccccc1-n1nnnc1SCC(=O)NCC1(N2CCCCC2)CCCCC1	-1	-8	0.4	5	-4	2	10	.	-9
CCn1c(SCC(=O)NC2CC2)nnc1-c1ccc(OC)cc1	-2	-1	-1.0	10	1	0	0	-3	1
Cc1cccc(NC(=O)N2CCN(Cc3ccc(Cl)cc3)CC2)c1	-14	4	1.2	-2	-6	14	-31	5	3

By substructure: those above containing an aryl thioether with sulfur outside any ring (10)
Molecule	M4 PAM	M5 ag	CRFR2-BP ag	M5 antag	CHRM5 PAM	CHRM4 agonist	CRFR2-BP antag	IDE cell inh	CHRM4 antagonist
CCNC(=O)CSc1nnc(-c2cccc(S(=O)(=O)N3CCOCC3)c2)o1	12	0	-1.6	-3	4	1	9	.	-9
C#CCSc1nnnn1-c1ccc(OCC)cc1	-28	-1	-0.6	16	-15	11	11	-7	-12
CC1CCc2c(sc3ncnc(SCC(=O)c4ccccc4)c23)C1 (configuration not stated)	14	-4	1.8	0	7	0	-26	2	-2
CSc1cccc(CN2CCC(Oc3ccc(C(=O)N4CCCCC4)cc3)CC2)c1	-14	-7	0.9	17	-11	4	-11	-1	12
CCC(C)(C)NC(=O)CCCSc1nc2ccccc2[nH]1	1	1	-2.4	-3	5	2	-9	0	3
COc1ccccc1-n1c(SCC(=O)N2CCOCC2)nc2ccccc2c1=O	-1	-2	0.3	5	5	0	-4	4	3
O=C(CSc1nccn1-c1ccccc1)NO	12	1	0.0	-2	6	0	-7	3	7
CCC(C)NC(=O)COC(=O)c1cc([N+](=O)[O-])ccc1Sc1nc(C)cs1 (configuration not stated)	-4	-1	-2.7	6	-7	1	4	2	5
COc1ccccc1-n1nnnc1SCC(=O)NCC1(N2CCCCC2)CCCCC1	-1	-8	0.4	5	-4	2	10	.	-9
CCn1c(SCC(=O)NC2CC2)nnc1-c1ccc(OC)cc1	-2	-1	-1.0	10	1	0	0	-3	1
